High-throughput results as filed in PubChem BioAssay.
TTR transcr act = TTR transcription activators in neuroblastoma reporter cells, primary screen, cell-based, luminescence, SH-SY5Y, TTR promoter Gaussia luciferase; 100% = recombinant luciferase protein wells; activation, % at 16.7 µM; 92,000 tested, 1.3% active;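 active = activation above the mean of all tested compounds plus 3 SD, cut at about 9.5% in these data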;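 note: cells exposed to compounds for one day before reading; 0% = median of all test compound wells on the plate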
Starred values were filed as active, the others as inactive. An excerpt; the hit share may differ from the screen's.

For NC(=O)c1cccc(-c2cc(Nc3ccc(OC(F)(F)F)cc3)ncn2)c1 the results were TTR transcr act -3.0.
`OC(C#CCN1CCCC1)(c1ccccc1)c1ccccc1` gave TTR transcr act 0.7.
Cc1c(NC(=O)c2cccnc2)c(=O)n(-c2ccccc2)n1C was read as TTR transcr act 0.9.
CC(=O)NC(Cc1ccccc1)C(=O)O (stereo not given) was read as TTR transcr act 0.1.
CC1(C)Cc2c(sc(NC(=S)NC(=O)c3ccccc3)c2C(=O)O)CO1 was read as TTR transcr act -1.9.

In the list so far, these contain nitrogen in an aromatic ring.
For NC(=O)c1cccc(-c2cc(Nc3ccc(OC(F)(F)F)cc3)ncn2)c1 the results were TTR transcr act -3.0.
Cc1c(NC(=O)c2cccnc2)c(=O)n(-c2ccccc2)n1C was read as TTR transcr act 0.9.
